# HTRA1 inh: inhibitors of human serine peptidase HTRA1; recombinant HTRA1, FP-rhodamine activity-based probe, fluorescence polarization; inhibition, % at 5.96 µM; Q92743; 340,000 compounds, 0.5% hits; in the data active = inhibition above about 36%;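 also: 0% = enzyme with DMSO and 100% = wells lacking enzyme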
# Target sequence (Q92743 whole entry, looked up): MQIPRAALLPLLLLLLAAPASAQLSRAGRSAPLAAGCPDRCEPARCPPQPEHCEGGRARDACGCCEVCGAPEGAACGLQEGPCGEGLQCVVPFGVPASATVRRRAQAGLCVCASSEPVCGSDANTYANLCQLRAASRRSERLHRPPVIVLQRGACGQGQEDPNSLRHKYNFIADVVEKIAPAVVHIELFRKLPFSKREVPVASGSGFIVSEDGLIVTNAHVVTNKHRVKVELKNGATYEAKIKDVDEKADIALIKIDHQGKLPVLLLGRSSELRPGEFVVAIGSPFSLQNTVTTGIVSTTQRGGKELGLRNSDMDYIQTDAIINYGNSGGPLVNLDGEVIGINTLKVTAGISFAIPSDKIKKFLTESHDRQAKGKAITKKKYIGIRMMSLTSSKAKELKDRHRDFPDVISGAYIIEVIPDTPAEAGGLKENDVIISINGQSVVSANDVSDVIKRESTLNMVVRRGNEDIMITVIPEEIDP
# NPR2 activator: GC-B (human) receptor activation | P20594 | HEK293-GC-B cells, CNP EC30, cGMP TR-FRET; 0% at EC30 CNP, 100% saturating CNP | activation, % at 10 µM | 370,000 compounds, 0.11% hits | AID 1920062;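 active = activation at 10 µM reaching about 35% in either raw or pattern-adjusted values, limit read from the data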
# MBD2 inh: blocks human MBD2 binding to methylated DNA; 370,000 compounds, 0.31% hits; inhibition, % at 4.4 µM; Q9UBB5; TR-FRET, MBD2 binding to methylated oligonucleotide; in the data active = inhibition above about 13%
# SIAE primary: blocks human sialic acid acetylesterase | SIAE FP-Rh probe binding, fluorescence polarization | inhibition, % at 9.66 µM | 370,000 compounds, 0.69% hits | AID 1053197;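 active = inhibition above a cutoff: mean of compounds within the control limits plus 3 SD of those, cut at about 17% in these data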;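 also: 0% = plate median of compound wells and 100% = probe without SIAE protein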
# rCAG binder: binds r(CAG) RNA repeats; r(CAG) RNA repeat, TO-PRO-1 dye displacement fluorescence; 370,000 compounds, 1.3% hits; AID 651821; inhibition, % at 3 µM;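 active = inhibition above the plate cutoff, the mean of all test compounds on that plate plus 3 SD, cut at about 35% in these data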;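 also: 0% = DMSO alone and 100% = 100 µM mitoxantrone as full dye displacement; higher means more dye released from RNA so lower well fluorescence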
# LEDGF integ inh: blocks HIV-1 LEDGF/p75-dependent DNA integration; 370,000 compounds, 0.64% hits; inhibition, % at 3.7 µM; AID 743269; TR-FRET IN-LEDGF/p75 DNA integration, Eu/Cy5;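 active = inhibition above the screen-wide mean plus 3 SD, cut at about 13% in these data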;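 also: signal is the Cy5 over europium emission ratio at 671 and 618 nm; 0% = plate median of compound wells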
# TCR CD3 inh: human TCR-CD3 binding inhibition. inhibition, % at 9.4 µM. AID 651800. 360,000 compounds, 0.37% hits. TAMRA-labeled TCR probe fluorescence, biochemical; in the data active = inhibition above about 19%;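 also: recombinant mutant TCR 2C K166C tagged with TAMRA read by polarization; 0% = receptor in buffer alone and 100% = receptor with positive control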
# ABHD4 inh: ABHD4 (mouse) inhibition, primary FP screen; Q8VD66; purified mABHD4, FP-Rh probe fluorescence polarization; inhibition, % at 8.92 µM; 370,000 compounds, 0.54% hits; AID 720543;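 active = inhibition exceeding the mean over every tested compound plus 3 SD, cut at about 30% in these data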;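 also: 0% = plate median of compound wells and 100% = S159A mutant with DMSO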
#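 assay system = mABHD4 protein | compound dosing = single nominal dose of 8.92 µM, 0.89% DMSO final | read-out basis = percent inhibition of probe binding, normalized to plate controls | schedule = Enzyme–compound pre-incubation 45 min, then probe 60 min, both 25 °C | detection = fluorescence polarization, excitation 525 nm, emission 598 nm, BODIPY TMR filters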
# PRMT1 FP inh: inhibitors of human PRMT1; 370,000 compounds, 1.3% hits; recombinant PRMT1, activity-based probe fluorescence polarization; inhibition, % at 2.79 µM; Q99873;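 active = inhibition above about 21% made by adding two undisclosed values, limit read from the data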
# Target sequence (Q99873 whole entry, looked up): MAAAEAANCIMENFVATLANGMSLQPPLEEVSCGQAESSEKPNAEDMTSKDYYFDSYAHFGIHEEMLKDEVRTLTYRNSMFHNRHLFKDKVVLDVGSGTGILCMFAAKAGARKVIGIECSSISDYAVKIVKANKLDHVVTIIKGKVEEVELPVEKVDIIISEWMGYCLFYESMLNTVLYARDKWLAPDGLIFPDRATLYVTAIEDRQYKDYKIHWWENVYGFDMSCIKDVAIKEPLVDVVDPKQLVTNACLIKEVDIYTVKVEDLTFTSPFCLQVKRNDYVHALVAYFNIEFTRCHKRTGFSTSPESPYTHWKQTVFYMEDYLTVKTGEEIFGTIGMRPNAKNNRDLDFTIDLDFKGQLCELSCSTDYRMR
# TDP2 absorb: TDP2 (human) inhibition, absorbance primary screen. O95551. AID 720702. inhibition, % at 12.8 µM. 370,000 compounds, 0.34% hits. recombinant TDP2, T5PNP hydrolysis, p-nitrophenol absorbance 415 nm;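 active = inhibition above the mean of all tested compounds plus 3 SD, set per campaign, cut at about 25% in these data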;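 also: 0% = DMSO with enzyme and 100% = buffer with substrate but no TDP2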
#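 test system = human TDP2 enzyme | input = TDP2 enzyme at 120 nM final | medium = 50 mM Tris-HCl pH 7.5 with Mg2+, KCl, DTT, BSA | also added = T5PNP substrate, 5 mM | times = 2 h at 37 °C | technique = epi absorbance | benchmarks = high control without enzyme, low control DMSO plus TDP2 | replication = each compound tested once, singlicate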
# Starred values were filed as active, the others as inactive; · = no result given. Only part of the results is shown, so the mix of outcomes need not match the whole.
SMILES	HTRA1 inh	NPR2 activator	MBD2 inh	SIAE primary	rCAG binder	LEDGF integ inh	TCR CD3 inh	ABHD4 inh	PRMT1 FP inh	TDP2 absorb
O=C(COC(=O)c1ccc([N+](=O)[O-])o1)NC12CC3CC(CC(C3)C1)C2	12	-2	0	2	0	2	5	1	1	1
Cc1ccc(SCCC(=O)OCC(=O)NCC2CCCCC2)cc1	-8	0	-2	0	-10	4	6	-1	-1	8
COc1ccc(-c2nnn(CC(=O)N(Cc3cccs3)C(C)C(=O)NCCC(C)C)n2)cc1OC (centres undefined)	-2	-12	-6	5	4	2	-2	-3	-5	6
CC1CCC2(CC1)CCC2NCc1ccc(Cl)c(Cl)c1 (centres undefined)	·	-8	4	2	·	-2	·	7	0	6
O=C(N/N=C/c1c(O)n(Cc2ccco2)c(=O)[nH]c1=O)c1ccccc1	14	3	-5	15	50*	53*	23*	16	33*	-9
CN1C2=N[C@H](c3ccc(Br)cc3)CC(=O)N2/C(=C\c2ccccc2)[C@@H]1c1ccccc1	·	-28	0	-3	·	1	·	-3	-4	5
CCCCC(c1nnnn1CS(=O)(=O)c1ccc(C)cc1)N1CCC(C(N)=O)CC1 (centres undefined)	0	4	2	2	-4	-1	1	-3	3	4
CN(Cc1ccc(Cl)cc1)C(=O)CNC(=O)C12CC3CC(CC(C3)C1)C2	8	1	-6	0	1	-1	6	8	-3	10

# Next section, starting with the last 2 of the part before.
SMILES	HTRA1 inh	NPR2 activator	MBD2 inh	SIAE primary	rCAG binder	LEDGF integ inh	TCR CD3 inh	ABHD4 inh	PRMT1 FP inh	TDP2 absorb
CCCCC(c1nnnn1CS(=O)(=O)c1ccc(C)cc1)N1CCC(C(N)=O)CC1 (centres undefined)	0	4	2	2	-4	-1	1	-3	3	4
CN(Cc1ccc(Cl)cc1)C(=O)CNC(=O)C12CC3CC(CC(C3)C1)C2	8	1	-6	0	1	-1	6	8	-3	10
CCC1CCCCN1C(=O)c1ccc2nc(Cc3ccc(OC)cc3)oc2c1 (centres undefined)	-5	1	1	-4	-3	-3	-1	13	-3	12
CCOC(=O)c1c(NC(=O)/C=C\C(=O)O)sc(C)c1-c1ccccc1	-5	-3	5	8	16	0	-3	-2	0	14
O=C(Nc1ccc(Cl)cc1)Nc1ccccc1NS(=O)(=O)c1cccs1	-10	2	5	-8	43*	1	-1	-35	3	-8
COCCCNC(=O)c1c(F)c(F)c(F)c(F)c1F	-3	1	-4	1	-1	0	11	-2	0	3
CCOc1ccc(C(=O)CCC(=O)N2CCN(c3ccccc3O)CC2)cc1	-10	1	-2	1	10	1	2	8	-4	-1
O=S(=O)(c1ccccc1)N1N=C(c2cccs2)CC1c1ccc(F)cc1 (centres undefined)	-14	-2	-4	0	5	3	-3	-3	-2	-18
Cc1cc(F)ccc1S(=O)(=O)Nc1ccc(O)c(Sc2ncn[nH]2)c1	-1	-10	4	0	13	1	7	11	2	2
Cc1cccc(NS(=O)(=O)c2ccc(NC(=O)CN(c3cc([N+](=O)[O-])ccc3C)S(C)(=O)=O)cc2)c1	-104	-1	1	-103	27	-4	7	-99	-1	-9
COc1ccc(O)c(/C=C(\C#N)C(=O)Nc2cccnc2)c1	7	-8	2	2	0	1	14	-1	-4	2
CC(Sc1n[nH]c(-c2ccccc2)n1)C(=O)c1c(N)n(C)c(=O)n(C)c1=O (centres undefined)	-4	3	7	-7	-2	-2	-8	-10	5	-9
c1ccc(N(c2ccccc2)c2nc(-n3ccnc3)nc(-n3ccnc3)n2)cc1	-14	-22	4	0	-2	-1	-3	3	0	-6
COc1ccc(NC(=O)Cn2cnc3sc(C)c(S(=O)(=O)N4CCOCC4)c3c2=O)cc1Cl	-2	2	2	-11	6	2	-2	9	-5	-1
CCCCN(CC)CCCNC(=O)CC1Oc2ccccc2NC1=O (centres undefined)	2	-2	4	-1	-2	-6	-3	-1	-2	-2
N#Cc1c2c(c(NCCCN3CCOCC3)n3c1nc1ccccc13)CCC2	8	-11	-5	2	1	2	-7	1	7	-12
COc1ccc(NS(=O)(=O)c2cccc(C(=O)NCC3(N(C)C)CCCCC3)c2)cc1	3	-9	4	3	-3	7	3	0	-3	1
CCCCCCCCn1cc(C(C)=O)c(=O)[nH]c1=O	-4	-4	1	6	-5	0	2	-2	-2	5
O=C(Nc1ccc2c(c1)OCCO2)C1c2ccccc2OCC(=O)N1Cc1ccccn1 (centres undefined)	·	4	2	4	11	-2	-4	7	4	0
Cc1ccc(S(=O)(=O)NCC(=O)N2CCOCC2)cc1	0	4	-1	3	3	-2	5	1	-6	5
Fc1cccc(NC(=S)Nc2cccnc2)c1	4	2	-2	3	0	-4	-2	-1	0	9
CC(C)OCCCNC(=O)CNC(=O)c1ccc(Cl)c(Cl)c1	3	4	-1	-3	-1	1	5	5	-4	-7
O=C(N/N=C/c1ccco1)c1cc(C2CC2)nc2ccccc12	·	-2	7	4	5	2	5	-6	7	-4
COc1ccc(NC(=O)COC(=O)Cc2cccs2)cc1OC	-3	-1	0	-2	-1	0	-2	-1	0	10
CC1=CC(C)(C)N(C(=O)Nc2ccccc2)c2ccccc21	5	-4	3	-2	0	-4	-7	4	2	-4
O=C(c1cccc(S(=O)(=O)N2CCCCCC2)c1)N1CCN(Cc2ccccc2)CC1	-2	2	-6	1	-2	3	-2	-5	-4	-5
Cc1cc(NC(=O)CS(=O)(=O)c2cn(Cc3ccc(F)cc3)c3ccccc23)no1	-19	-6	2	-11	5	1	0	-5	2	-10
Oc1ccc2ccccc2c1CNc1cnc2ccccc2c1	-6	-1	-4	-4	7	-7	-7	13	43*	-3
Cc1ccc(NC(=O)C(C)c2ccc([N+](=O)[O-])cc2)cc1Cl (centres undefined)	-34	1	-4	-7	10	0	4	-26	-2	-7
N/C(=N\OC(=O)c1ccco1)c1ccc(Cl)cc1	6	1	1	0	1	-5	8	-2	0	9
O=C1CC(c2ccc(S(=O)(=O)NCc3ccncc3)cc2)CN1 (centres undefined)	2	1	4	-5	1	-1	-9	-7	5	3
O=C1/C(=C\c2ccco2)NC(=S)N1c1ccccc1	31	-2	-4	11	40*	16*	2	15	45*	-4
COCCCNC(=O)c1c[nH]c2ccc(S(=O)(=O)N(C)c3ccccc3C)cc2c1=O	-4	-3	4	-6	5	6	0	-7	-3	5
O=C(NCc1ccccc1OC(F)(F)F)C1CCC(=O)N(Cc2cccc(F)c2)C1 (centres undefined)	-1	2	6	-5	-8	1	4	-3	-5	-1
CCOC(=O)[C@]12CCC=C1N(Cc1cccc3ccccc13)C(=O)[C@H](CC(=O)NCc1cccc3ccccc13)C2	·	-1	5	-15	12	0	-4	-21	7	1
CC(C)c1cc(-c2cc(-c3ccc(Cl)cc3)on2)nc(NC2CCCC2)n1	-2	1	2	6	3	2	-2	0	-3	8
COC(=O)C1=C(C)N(Cc2cccc(C(F)(F)F)c2)C(=NCc2cc(OC)c(OC)c(OC)c2)NC1c1ccccc1 (centres undefined)	·	-19	-1	4	8	3	4	8	-2	-9
CC1CCC(NC(=O)CNC(=O)Cc2cccc3ccccc23)CC1 (centres undefined)	-2	8	-6	9	-6	-4	0	1	2	2
CN(C)C(=S)Nc1ccc(Cl)cc1	1	3	0	5	0	-5	-1	6	0	9
O=C(Oc1ccccc1C(=O)Oc1ccccc1)c1ccco1	5	-6	-2	-5	-6	1	4	-2	0	3
O=C(CN1CCN(CCC(=O)Nc2ccccc2F)CC1)Nc1ccc(F)cc1	-1	-1	-6	-3	-3	-3	4	0	-2	16
O=C(CNC(=O)c1ccccn1)N/N=C/c1ccccc1	7	3	2	0	-2	1	-1	-1	-1	2
CCOc1cc(NC(=S)NCCCOC)c(OCC)cc1NC(=O)c1ccco1	2	-1	-1	-1	-3	1	5	7	-2	-11
COC(=O)c1ccc(NC(=O)c2c(C(=O)Nc3ccccc3)sc3nc(C)cc(=O)n23)cc1	-18	0	-2	-36	8	-6	0	1	8	-1
Cc1sc2nc(SCC(=O)Nc3ccc(Cl)c(C(=O)O)c3)[nH]c(=O)c2c1C	5	3	-1	8	4	1	3	-4	4	-2
CC1(C)CC(=O)C2=C(C1)N(c1ccc(F)cc1)C(=O)CC2c1ccccc1 (centres undefined)	-7	-5	5	-4	-5	-1	0	-3	0	3
O=c1cc(C(F)(F)F)nc(-c2ccccc2)[nH]1	5	-1	3	-7	2	-1	5	0	-3	9
CCN(CC)S(=O)(=O)c1ccc(N2CC(C(=O)N3CCOCC3)CC2=O)cc1 (centres undefined)	-4	1	6	0	5	-3	0	4	1	3
Cc1ccc(NC(=O)COC(=O)c2ccc3ncsc3c2)c(C)c1	-3	-2	0	-6	4	-1	-7	-8	-1	15
Cc1ccc(Cn2cnc3ccccc32)cc1	-8	6	-2	4	1	5	-9	-5	-2	-13
COc1ccc(CN2CCN(CC(=O)Nc3ccccc3C(=O)NC3CC3)CC2)cc1F	7	-1	-1	0	2	1	5	-1	-3	-1
Cn1cc([N+](=O)[O-])c(C(=O)N/N=C/c2ccccc2)n1	5	3	-4	5	2	3	1	4	-1	-14
CCOC(=O)Cc1nnc(NC(=O)c2cccc(OCC)c2)s1	-4	3	4	-3	-2	-4	-7	2	0	-3
COc1ccc(S(=O)(=O)Nc2ccc(F)c(F)c2)cc1Cl	-5	-1	0	0	13	35*	5	-7	-1	-3
Oc1c(Cl)cc(Cl)cc1C=Nc1ccc2c(c1)OCCO2	-3	-2	-3	-1	6	-3	4	2	4	-8
Cn1c(=O)c2c(nc(SCCN3CCOCC3)n2Cc2ccc(F)cc2)n(C)c1=O	5	8	-5	0	-3	4	6	-3	-3	-11
CCOc1ccc(CCNC(=O)COC(=O)c2ccc(S(=O)(=O)N3CCCC3)cc2)cc1OCC	-1	1	-7	-2	-1	2	10	-1	-5	-11
O=C(NNCc1ccccc1)c1ccccn1	3	0	1	6	0	3	9	3	0	2

# The list goes on:
SMILES	HTRA1 inh	NPR2 activator	MBD2 inh	SIAE primary	rCAG binder	LEDGF integ inh	TCR CD3 inh	ABHD4 inh	PRMT1 FP inh	TDP2 absorb
CC(=O)NCCOc1ccc(C(=O)O)cc1	8	3	2	3	0	2	0	-2	-3	12
COc1cc(Cn2c3ccc(NC(=O)CC(C)c4ccccc4)cc3c(=O)n2C)ccc1F (centres undefined)	·	-2	-5	1	1	0	7	2	1	-11
COc1ccc(C2Nc3ccccc3C(=O)N2NS(=O)(=O)c2ccc(C)cc2)cc1 (centres undefined)	-5	1	0	-1	0	-3	-2	3	-1	4
Cc1cc(C)n2c(SCC(O)=C(C#N)c3nc4ccccc4[nH]3)nnc2n1	22	-2	7	7	32	2	13	23	5	2
CCCCCc1nnc(NC(=O)OCCC)s1	3	-4	2	2	-8	1	2	2	-2	-9
O=C(Nc1cccc(-c2nnco2)c1)c1cccs1	5	-3	-1	-6	-3	-2	2	0	4	-5
Cc1nc2ccccc2c(=O)n1/N=C/c1ccccn1	1	-3	2	-3	1	0	2	3	0	14

# Screens deposited in PubChem by several laboratories.
